Assay outcomes deposited in PubChem by several laboratories.
HIF-2a block: blocks HIF-2a reporter activity; 786-0 RCC cells HIF-2a reporter, luciferase luminescence, overnight; inhibition, % at 18.8 µM; 0.72% of 360,000 active; AID 624352;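 active = inhibition of the luminescence signal of 40% or more relative to plate controls, in a single-dose primary screen at 18.75 µM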
KKLEB cytotox: CF airway cell cytotoxicity counter-screen. KKLEB CF airway cells viability, ATPlite luminescence, overnight; active compounds read low; cells stimulated with P. aeruginosa culture filtrate. activity change (cytotoxicity), % at 5 µM. 0.36% of 360,000 active;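 active = corrected activity change at or below -50% at 5 µM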
NR2E3 ag-1: human photoreceptor-specific nuclear receptor agonism; Q9Y5X4; CHO-S Gal4-NCOR/VP16-NR2E3 two-hybrid, luciferase; inhibition of corepressor binding, % at 3.98 µM; 0.35% of 360,000 active; AID 602229;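 active = inhibition above the mean of all tested compounds plus 3 SD, cut at about 70% in these data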;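 also: 0% = DMSO with NR2E3 transfected cells and 100% = cells lacking NR2E3 construct; higher means lower luciferase signal from less NR2E3 corepressor binding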
Target sequence (Q9Y5X4 whole entry, looked up, the tested form may be a part): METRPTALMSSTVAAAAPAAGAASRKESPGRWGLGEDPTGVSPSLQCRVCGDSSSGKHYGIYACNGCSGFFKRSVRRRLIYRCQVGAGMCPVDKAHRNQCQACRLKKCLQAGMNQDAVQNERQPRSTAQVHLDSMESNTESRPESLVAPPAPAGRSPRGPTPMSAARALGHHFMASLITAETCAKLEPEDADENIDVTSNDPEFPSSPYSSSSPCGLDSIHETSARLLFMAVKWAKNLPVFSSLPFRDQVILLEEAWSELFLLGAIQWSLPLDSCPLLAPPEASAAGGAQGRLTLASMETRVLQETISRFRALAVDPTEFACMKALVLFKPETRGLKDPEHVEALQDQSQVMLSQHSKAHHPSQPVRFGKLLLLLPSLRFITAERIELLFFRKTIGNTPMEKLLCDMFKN
TRPM1 prom inh: MITF TRPM1 promoter inhibition in SK-MEL-5 cells; 0.83% of 330,000 active; SK-MEL-5 TRPM1 promoter luciferase, 24 h; inhibition, % at 12.5 µM;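 active = mean inhibition across replicates of 60% or more, whatever share of single replicates reaches that level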; also: values of inactives mirror those of a sister screen read the other way
C8 TRAIL sens: caspase-8 TRAIL sensitization | NB7+C8 cells + TRAIL, ATPlite viability luminescence | 1% of 360,000 active | inhibition (viability loss, TRAIL sensitization), % at 10 µM;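 active = compounds causing at least 50% loss of cell viability in the single-dose screen, relative to plate controls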
CF NFkB inh: cystic fibrosis NF-kB activation inhibition | KKLEB NF-kB-GFP reporter, PAF-induced, GFP fluorescence overnight | inhibition, % at 5 µM | 0.86% of 360,000 active | AID 588850;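 active = at least 50% inhibition at 5 µM, scaled per plate between neutral and stimulator controls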;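 also: PAF is a Pseudomonas aeruginosa culture filtrate used as stimulus; plate controls were PAF-stimulated DMSO wells for no effect and unstimulated DMSO wells for full effect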
Peg3 promoter: reduces Peg3 promoter-driven luciferase expression in HeLa. HeLa PEG-Prom luciferase reporter, luminescence, overnight. inhibition, % at 20 µM. 1.7% of 360,000 active;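 active = inhibition of at least 50% at 20 µM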
NR2E3 ag-2: NR2E3 (human) agonism | Q9Y5X4 | GST-NR2E3/biotin-RetCOR TR-FRET, 1536-well | inhibition of corepressor binding, % at 4.78 µM | 0.12% of 320,000 active | AID 2300;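 active = percent inhibition above the cutoff of mean plus 3 SD of all tested compounds, set per screening campaign, cut at about 20% in these data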;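 also: 0% = DMSO wells and 100% = biotin wells as full block of FRET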
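Material – GST-tagged NR2E3 plus biotinylated RetCOR corepressor · Quantity – NR2E3 fusion 1.35 nM · Times – 5 h incubation at 4 °C · Medium – pH 7.5 Tris-based buffer · Technique – TR-FRET, Eu(K)-anti-GST donor, streptavidin-D2 acceptor, ex 340, em 617/671 nm · Benchmarks – high control biotin, low control 0.6% DMSO · Format – 1536-well plates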
LMP1 NFkB inh: inhibitors of Epstein-Barr LMP1-induced NF-kappaB reporter; LMP1-induced NF-kappaB luciferase reporter cells, luminescence; inhibition, % at 12.5 µM; 0.69% of 350,000 active; AID 504558; in the data active = inhibition above about 41%;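 also: 0% = neutral control wells and 100% = reference inhibitor control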
Shn3 inh set2: Schnurri-3 reporter inhibition in Clone20 osteoblasts | 0.52% of 360,000 active | Clone20 osteoblast Shn3 3'UTR firefly luciferase, 24 h | inhibition, % at 12.5 µM;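 active = mean inhibition of at least 75% with every replicate also reaching 75%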;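 also: 0% = median of neutral control wells and 100% = pilot-screen positive control compound; some compounds past the cut are filed as inactive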
hiPSC survival: hiPSC single-cell survival enhancement; 0.044% of 360,000 active; ATPlite luminescence; 100% = ROCK inhibitor wells, 0% = DMSO; survival enhancement, % at 20 µM; AID 602274; in the data active = survival enhancement above about 18%;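 also: cells exposed to compounds for 16 hours before the ATP read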
An asterisk follows results filed as active; · = not tested or not shown; & = joins results of further samples. An excerpt. The share of hits here may be higher or lower than overall.

structure,KKLEB cytotox,TRPM1 prom inh,CF NFkB inh,HIF-2a block,NR2E3 ag-2,C8 TRAIL sens,Peg3 promoter,LMP1 NFkB inh,Shn3 inh set2,NR2E3 ag-1,hiPSC survival
CCOC(=O)CSc1nncc2ccc(OC)c(OC)c12,-5,2,8,5,4,-15,-6,7,3,-22,-3.3
CN(c1ccc(Cl)cc1)S(=O)(=O)c1nnc(NC(=O)c2ccco2)s1,-18,4,14,-3,1,-40,-16,1,2,8,-0.4
NS(=O)(=O)c1ccc(NC(=O)C2Cc3ccccc3C(=O)O2)cc1 (configuration not stated),10,2,-4,18,1,8,8,-1,-7,16,-2.8
Cc1nc(=O)c(-c2ccccc2)c(C)n1-c1ccc(O)cc1,2,-3,14,9,0,-4,5,-3,2,-12,-3.1
Cc1[nH]c2ccccc2c1C(=O)CSC(=S)N1CCOCC1,-6,-13,-26,-94,2,18,-37,-6,-25,-9,-0.3
COc1cccc(NC(=O)Nc2cccc(C(=O)O)c2)c1,4,81*,6,81*,1,25,67*,61*,47,-61,-1.0
CCCCCCN1C[C@H](O)[C@@H](n2cc(COC(=O)c3ccccc3)nn2)C[C@@H]1c1ccccc1,5,·,-5,1,·,6,-15,0,-4,-5,-2.2
CCN(CC)N=Nc1[nH]nc2nc(C)cc(C)c12,5,-23,15,-111,1,-5,-51,1,·,-14,-1.7
CC(CCc1ccccc1)NC(=O)COC(=O)c1cccs1 (configuration not stated),6,-3,9,-1,0,-4,-11,7,-7,8,-0.4
O=C(Cc1cccs1)Nc1nnc(-c2ccccc2)s1,-9,-56,-19,-226,-1,3,-147,-25,-58,-66,-2.5
CCOC(=O)c1c(C)c(C(=O)N2CCN(C(=O)c3ccco3)CC2)c(C)n1C,0,-4,-15,14,0,-15,7,-6,-17,-11,2.3
O=C(COc1cccc2c1CCNC2=O)Nc1ccc(F)cc1,1,12,-10,-9,·,-18,-17,2,13,-13,0.5
CC(C)Oc1ccccc1C1NC(=O)CCC1[N+](=O)[O-] (configuration not stated),-2,-2,-6,6,2,-5,2,-3,-3,-10,-0.7
O=C1C=C(NCc2ccc(Cl)cc2)CCC1,-8,10,-2,26,-4,-10,9,3,10,-2,0.6
Cc1cc(/C=N/O)c(C)n1-c1cccc(Cl)c1,10,-6,-8,15,1,-14,-2,3,18,-20,-0.2

2 successive entries from above:
structure,KKLEB cytotox,TRPM1 prom inh,CF NFkB inh,HIF-2a block,NR2E3 ag-2,C8 TRAIL sens,Peg3 promoter,LMP1 NFkB inh,Shn3 inh set2,NR2E3 ag-1,hiPSC survival
CC(CCc1ccccc1)NC(=O)COC(=O)c1cccs1 (configuration not stated),6,-3,9,-1,0,-4,-11,7,-7,8,-0.4
O=C(Cc1cccs1)Nc1nnc(-c2ccccc2)s1,-9,-56,-19,-226,-1,3,-147,-25,-58,-66,-2.5

Continuation.
structure,KKLEB cytotox,TRPM1 prom inh,CF NFkB inh,HIF-2a block,NR2E3 ag-2,C8 TRAIL sens,Peg3 promoter,LMP1 NFkB inh,Shn3 inh set2,NR2E3 ag-1,hiPSC survival
O=C1CCCc2c1oc1c2CCCC1,28,2,-26,10,·,-8,7,3,-15,-6,0.9
O=[N+]([O-])c1ccc(N=NNc2ccc([N+](=O)[O-])cc2)cc1,-4,-19,-6,-198,·,14,-156,-21,-21,-43,-2.6
Cc1ccc(CNS(=O)(=O)CCNC(=O)c2ccc3c(c2)OCO3)cc1,12,9,-2,1,0,-11,7,-7,7,19,4.1
c1cnc2nc(-c3ccc4c(c3)OCO4)cn2c1,-4,-85,-41,-168,2,23,-152,-29,-69,-61,-0.5
CCCCCC[N+](C)(C)CCSSCC[N+](C)(C)CCCCCC,-10,-2,-16,14,-1,10,-8,-5,-6,4,0.8
CCOC(=O)[C@H]1[C@H]2COc3ccccc3[C@@H]2N2C(=O)c3cc(F)ccc3NC(=O)[C@@]12C,-20,5,-7,3,5,-17,-4,0,-13,0,5.6
O=C(OCCN1CCCC1)C1(c2ccccc2)CCCC1,3,-24,-3,14,·,-8,-1,-3,8&13,-19,-0.4
COC(=O)c1nnn(CC(=O)NC(=O)Nc2ccc(F)cc2)c1C(=O)OC,-5,3,1,19,-1,-1,7,3,2,1,0.2
CNc1c(NS(=O)(=O)c2cc(OC)ccc2OC)c(=O)oc2ccccc12,-4,-8,4,-6,-2,4,-3,-7,-17,-12,-0.4
Cn1ccnc1SCC(=O)c1c[nH]c2ccccc12,2,-9,-13,-96,3,2,-150,-7,-49,-98,-1.5
CCN(C(=O)CSc1nnnn1C)c1c(N)n(Cc2ccccc2)c(=O)[nH]c1=O,2,10,-10,15,-2,-9,3,-26,-1,-17,0.4
CN(Cc1ccccc1)S(=O)(=O)c1ccc(Cl)nc1,8,-4,-25,-1,1,-6,1,3,-5,7,0.2
Cc1ccc(-c2csc3ncnc(SCC(=O)Nc4nnc(C)s4)c23)cc1,-1,-3,10,17,2,3,6,2,6,-9,1.0
O=C1C2CC=C(Cl)CC2C(=O)N1CCc1c[nH]c2ccccc12 (configuration not stated),-3,2,-1,-112,2,-4,-27,-52,-19,0,-0.2
Cc1ccc(F)c(S(=O)(=O)NC(=O)C2(C)CCN2C(=O)CC(c2ccccc2)c2ccccc2)c1 (configuration not stated),-10,·,2,5,·,-4,5,·,-12,-35,3.1
Cc1cc(NC(=O)CSc2cn(CC(=O)N(C(C)C)C(C)C)c3ccccc23)no1,0,4,-15,16,-7,-9,7,9,15,-12,0.0
Cc1cccc(NC(=S)NCc2ccc(F)cc2)c1C,6,10,-10,-6,-3,11,7,-2,21,9,-0.4
COc1ccc(NC(=O)c2cc3c(=O)n4ccccc4nc3n2C)cc1OC,2,-21,-6,-29,-4,9,-48,12,12,21,0.9
O=C(Nc1cc(Cl)ccc1Cl)c1cc(-c2ccco2)on1,6,11,-2,-25,-2,-15,-24,-36,-23,-30,-0.2
C=CCOCC(O)Cn1c(N2CCCC2)nc2c1c(=O)[nH]c(=O)n2C (configuration not stated),1,2,-6,23,4,7,0,4,17,11,1.3
Cn1ncc(N2CCN(C(=O)c3ccc(Cl)cc3)CC2)c(Cl)c1=O,1,6,3,14,0,1,9,-2,1,1,-0.6
O=C(Nc1cccc(F)c1)c1ccc(-c2ccccc2Cl)o1,10,-63,13,-298,0,-4,-261,-25,-69,-30,0.5
CCN(C[C@H]1N[C@@](Cc2ccccc2)(C(=O)OC)[C@H]2C(=O)N(Cc3ccccc3)C(=O)[C@@H]12)C(C)=O,5,2,-14,15,·,-21,0,3,-15,-11,0.1
N=C1C(c2nc(-c3ccc(F)cc3)cs2)=C(O)CN1Cc1ccc(Cl)cc1,3,-10,8,-3,-12,-4,32,-18,0,3,5.1
O=C(CC1Sc2ccccc2NC1=O)NNc1cc(Cl)ccc1Cl (configuration not stated),2,-18,-3,-19,·,-5,16,-4,4,-11,5.6
COC(=O)c1ccc(Cn2nc(C)c(Cl)c2C)o1,13,-4,-5,-3,1,-13,13,4,9,-28,-2.4
CCOc1ccc(NC(=O)CN(C)C(=O)c2ccc(COc3ccccc3)cc2)cc1OCC,4,·,1,-22,2,-3,-7,14,26,3,-0.5
Cc1cccc(NC(=O)CCC(=O)OCC(=O)c2ccc(Oc3ccc([N+](=O)[O-])cc3)cc2)c1,-12,-6,4,2,0,4,15,-6,12,-11,-1.1
COc1ccc(Cn2c(SCC(=O)NCc3ccco3)nc3ccsc3c2=O)cc1,-5,9,-16,3,0,4,11,-6,5,-3,0.1
Cc1ccc(CN2C(=O)C[C@@H](NC(=O)OCC3c4ccccc4-c4ccccc43)C/C=C\C2c2ccc(C)cc2)cc1 (some centres not stated),-7,-1,32,-2,·,21,20,2,24,-11,0.5
CN1CCN(/N=C/c2cccc(Cl)c2Cl)CC1,1,-47,3,-141,-1,8,-131,6,-11,-32,-1.2
CCOC(=O)CSc1nc2ccccc2c(=O)n1CCCCCC(=O)NCc1ccco1,4,4,-10,13,1,-8,10,0,-9,-6,-2.7
O=C(CN1C(=O)/C(=C2/SC(=S)N(CCS(=O)(=O)O)C2=O)c2ccccc21)Nc1cccc(Br)c1,-14,-2,-9,2,·,-3,4,-1,-37,-11,0.7
O=c1cc(CN2CCN(C/C=C/c3ccccc3)CC2)c2cc(O)ccc2o1,-15,8,9,8,0,5,6,-6,21,-10,1.2
Cc1nn(C)cc1NC(=O)Cn1nc(C(F)(F)F)cc1C1CC1,10,3,-12,14,1,-9,4,1,0,12,0.3
COC(=O)c1c(N2C(=O)[C@H]3[C@@H](C2=O)[C@]2(C(=O)Nc4c(C)cc(C)cc42)N2CCC[C@@H]32)sc(C)c1C,-17,0,23,29,0,10,28,-12,18,6,6.6
COc1cccc(Nc2nc(Nc3ccc(Cl)c(C(=O)O)c3)nc(C)c2[N+](=O)[O-])c1,-4,4,-25,20,0,-18,13,-5,6,8,0.4
CCn1nccc1C(=O)Nc1nccs1,-5,7,-3,4,1,-13,-16,3,-6,12,3.0
O=C(Nc1ccc(Oc2cccc3ccccc23)cc1)c1ccco1,9,15,-15,-87,0,-1,-67,-1,1,-60,-1.5
O=C(NCC1CCCN1S(=O)(=O)c1cccs1)C(=O)Nc1cccc(F)c1 (configuration not stated),2,-17,-1,-95,-3,-4,-70,-7,-22,-17,2.6
